Rat MKP-3 inhibitors = MKP-3 phosphatase inhibitors, primary screen, biochemical, rat enzyme, in vitro (AID 425). recombinant MKP-3 phosphatase activity, fluorescence; higher % means a stronger effect. inhibition, % at 20 µM, or IC50 in µM where a hit was titrated. 0.17% of 110,000 active; in the data active = inhibition above about 50%;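 note: plate controls were vehicle for no effect and reference inhibitor for full effect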
Hsp70 inhibitors = Hsp70 inhibitors, probe displacement, primary screen, biochemical, fluorescence polarization (AID 583) | Hsp70 fluorescence polarization probe displacement, mP; higher % means a stronger effect | 0.06% of 140,000 active | one-dose displacement, % at 20 µM; IC50 in µM for titrated hits; in the data active = displacement above about 50%;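 note: plate controls were vehicle for no effect and reference ligand for full effect; a part of the inactive calls stands beside numbers as strong as those of hits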
An asterisk follows results filed as active; / = not tested or not shown; & = joins results of further samples. Some of the compounds tested. The share of hits here may be higher or lower than overall.

A first look:
SMILES	Rat MKP-3 inhibitors	Hsp70 inhibitors
COc1ccccc1CNC(=O)C(C)NS(=O)(=O)c1ccc(C)cc1 (stereo not drawn)	-11%	4.4%
COc1ccc(-c2c3c(nc4sc(C(=O)Nc5cc(C)on5)c(N)c24)CCC3)cc1	-6%	-8.3%
CCCC(=O)Nc1nnc(-c2ccc(Cl)s2)o1	2%	-3.2%
Nc1ccc(Cl)c(-c2nc3cc(Cl)ccc3o2)c1	-24%	-12%

The listing, repeating the preview:
SMILES	Rat MKP-3 inhibitors	Hsp70 inhibitors
COc1ccccc1CNC(=O)C(C)NS(=O)(=O)c1ccc(C)cc1 (stereo not drawn)	-11%	4.4%
COc1ccc(-c2c3c(nc4sc(C(=O)Nc5cc(C)on5)c(N)c24)CCC3)cc1	-6%	-8.3%
CCCC(=O)Nc1nnc(-c2ccc(Cl)s2)o1	2%	-3.2%
Nc1ccc(Cl)c(-c2nc3cc(Cl)ccc3o2)c1	-24%	-12%
COCCCn1c(SCC(=O)Nc2nnc(C)s2)nnc1-c1ccoc1C	1%	2.7%
COc1cccc(C2=Nn3c(nnc3-c3ccccc3O)SC2)c1	2%	13%
COC(=O)c1ccc2c(c1[N+](=O)[O-])C(=O)c1ccccc1C2=O	1%	5.2%
COc1ccc(CC(=O)O/N=C(\N)c2ccccn2)cc1OC	4%	1.0%
COc1ccccc1Cn1nnc2c(=O)[nH]c(C3CCN(C(=O)c4ccccc4Cl)CC3)nc21	-5%	-2.1%
COc1ccccc1CNC(=O)c1c(Cl)cccc1Cl	2%	2.6%
Cc1ccccc1C(=O)N1CCC(C(N)=O)CC1	/	8.2%
COc1cccc(NC(=O)C2C(C(=O)O)C3C=CC2C32CC2)c1 (stereo not drawn)	4%	4.5%
COc1ccc(/C(O)=C2/C(=O)C(=O)N(c3ncccn3)C2c2ccc(OC)c(OC)c2)cc1 (stereo not drawn)	7%	1.9%
O=C1OC(c2ccc(Cl)cc2)/C(=C(/O)c2ccccc2)C1=O (stereo not drawn)	/	4.2%
CSc1nc(NCc2ccco2)c2c3c(sc2n1)CN(C)CC3	6%	4.5%
COC(=O)c1n[nH]c2ccccc12	-4%	0.9%
Cc1ccc(NC(=O)CCSc2nnnn2-c2ccc3c(c2)OCO3)cc1C	-2%	-0.4%
Cc1cc(=O)n(CCO)c(O)c1C#N	4%	1.0%
O=C1C2C(c3ccccc3)C=CC(c3ccccc3)C2C(=O)N1c1ccc2c(c1)oc1ccccc12 (stereo not drawn)	4%	0.9%
Cc1c(C(=O)N2CCN(c3ccccc3F)CC2)sc2nc(-c3ccccc3)cn12	-7%	-4.8%
O=C(c1ccc(S(=O)(=O)N2CCCCC2)cc1)c1nnc(-c2ccc(Cl)cc2)o1	-8%	2.1%
O=C1CN=C(Nc2ccc(Cl)cc2)N1c1ccccc1	/	2.6%
O=C1S/C(=C/C=C/c2ccccc2)C(=O)N1CNc1ccc(F)cc1	0%	4.9%
c1ccc2c(c1)c1ccccc1n2CCCN1CCCCC1	1%	2.4%
Cc1cc(C)n2c(SCC(=O)Nc3ncc(C(F)(F)F)cc3Cl)nnc2n1	-10%	-0.1%
CCCCOC(=O)c1ccc(NS(=O)(=O)c2ccc3ccccc3c2)cc1	-18%	-1.4%
CC(C)C(OC(=O)c1ccco1)C(=O)NCc1ccccc1 (stereo not drawn)	-1%	0.2%
NC1=C(Nc2cccc3ccccc23)C(=O)c2ccccc2C1=O	18%	2.9%
CC1CCN(c2ncnc3c2cnn3Cc2ccc(Cl)cc2)CC1	-1%	3.7%
CCc1ccc(C(=O)CC2(O)C(=O)Nc3ccc(Br)cc32)cc1 (stereo not drawn)	-3%	5.1%
Cc1ccc(N2CC(C(=O)NCC3CCCO3)CC2=O)cc1Cl (stereo not drawn)	0%	-3.1%
CC1(C)CC(=O)c2cc(OCC(=O)N3CCN(c4ccccc4F)CC3)ccc2O1	-3%	6.0%
CCOC(=O)c1ccccc1NS(=O)(=O)c1ccc(Cl)cc1	-4%	4.6%
O=c1c2ccc(Br)c3cccc(c32)c2nc3cccc4cccc(c43)n12	2%	-0.3%
CC(=O)NC1=C(N(C)C)C(=O)c2ccccc2C1=O	1%	-0.6%
CCCC(=O)N1CCN(S(=O)(=O)c2cc(Cl)ccc2OC)CC1	1%	5.3%
COCc1[nH]nc2c1C(C1C=CCCC1)C(C#N)=C(N)O2 (stereo not drawn)	-8%	2.6%
COc1cc(Cl)c(S(=O)(=O)n2cnc(C)c2)cc1Cl	-1%	3.8%
CCOC(=O)c1oc2ccc(Br)cc2c1CSc1nnc(C)s1	-4%	-6.5%
C=CCn1c(SCC(=O)OCC)nc2cc(C(=O)NCc3ccco3)ccc2c1=O	/	-4.1%
COc1ccc(Cc2nnc(SCC(=O)NCc3ccco3)o2)cc1	0%	-1.7%
CN(C)c1ccc(NS(=O)(=O)c2ccc(N3C(=O)CCC3=O)cc2)cc1	-1%	1.8%
CC(C)Cn1cc(C(=O)N2CCOCC2)c2c3ccccc3n(C)c2c1=O	2%	-4.7%
CCN(CC)c1nc(-c2cccc(OC)c2O)nc2ccccc12	-4%	-3.2%
O=Cc1ccccc1OCCOc1ccccc1C=O	/	8.1%
CCOc1ccccc1NC(=O)c1c(NC(=O)Cc2ccc(OC)cc2)sc2c1CCCC2	2%	0.8%
O=C(O)CSc1nnc(-c2ccc3c(c2)OCO3)n1-c1ccccc1	2%	3.4%
CC(=O)c1ccc(-n2nnnc2SCC(=O)N2CCN(C(=O)c3ccco3)CC2)cc1	-8%	-1.1%
CCOc1ccc(/C=C2\C(=O)C(C(=O)OC)=C(C)N2c2ccc(F)cc2)cc1	4%	-3.4%
Nc1nnc(CCc2ccccc2)s1	-6%&2%	3.0%&1.6%
O=C1CC(N(Cc2ccc3c(c2)OCO3)C(=O)Nc2ccc(F)cc2)C(=O)N1c1ccccc1 (stereo not drawn)	-6%	1.3%
COC(=O)c1cccc(NC(=O)c2cnoc2C)c1	/	-2.4%
COc1ccc(OC)c(NC(=O)CN(c2cc(Cl)cc(Cl)c2)S(C)(=O)=O)c1	-8%	1.7%
OC1(c2ccccc2F)CCN(Cc2nnnn2CCc2ccccc2)CC1	-11%	7.1%
Cc1cc(C)n(-c2nc(Nc3ccccc3C)nc(-n3nc(C)cc3C)n2)n1	/	1.2%
Cc1cccc(NC(=O)C2CC(=O)N(c3ccccc3)C2)c1C (stereo not drawn)	/	1.5%
Cc1cc(C)c2c(CN3CCN(Cc4ccc5c(c4)OCO5)CC3)cc(=O)oc2c1C	-6%	-0.1%
CSc1nc(C)cc(OCNC(=O)c2cccs2)n1	-8%	-2.4%
C=CCN(c1ccc(C(=O)NC(C)C)cc1)S(C)(=O)=O	/	1.1%
O=C(COc1cccc2ccccc12)Nc1ccc2c(c1)OCCO2	0%	4.6%

Compounds above containing an NH in an aromatic ring:
SMILES	Rat MKP-3 inhibitors	Hsp70 inhibitors
COc1ccccc1Cn1nnc2c(=O)[nH]c(C3CCN(C(=O)c4ccccc4Cl)CC3)nc21	-5%	-2.1%
COC(=O)c1n[nH]c2ccccc12	-4%	0.9%
COCc1[nH]nc2c1C(C1C=CCCC1)C(C#N)=C(N)O2 (stereo not drawn)	-8%	2.6%

(cont.)
SMILES	Rat MKP-3 inhibitors	Hsp70 inhibitors
CN(C)c1ccc(/C=C2\SC(N3CCCCCC3)=NC2=O)cc1	4%	-108%
CCc1ccccc1NC(=O)CSC1=C(C#N)C(c2ccc(O)c(OC)c2)C2=C(CCCC2=O)N1 (stereo not drawn)	-17%	-0.7%
COc1ccc2[nH]c3c(c2c1)CN(C)CC3	2%	-3.8%
COC(=O)c1cc(Cl)c(NC(=O)COc2cc(C)ccc2C(C)C)cc1OC	3%	6.6%
COc1cccc(Nc2nc3ccccc3nc2NS(=O)(=O)c2cccs2)c1	/	-2.3%
CCOC(=O)c1c(Nc2ccccc2)sc(C=NCCc2ccccc2)c1O	4%	-5.5%
Cc1cc2c(cc1C)CSC(c1ccccc1O)SC2	/	-3.4%
CCOC(=O)c1c(C)oc2ccc(OCC(N)=O)cc12	2%&-2%	7.5%&-0.7%
Cc1noc(C)c1S(=O)(=O)N1CCCC(C(=O)NCCc2ccc(Cl)cc2)C1 (stereo not drawn)	1%	4.3%
Cc1cccc(C)c1OCc1nnc(SCC(=O)NCCc2ccccc2)o1	/	-0.5%
CCOC(=O)C1=C(c2ccccc2)O/C(=C(/C#N)C(F)(F)F)S1	/	5.2%
Cc1ccc(C(=O)CSc2nnc(-c3ccccc3)o2)cc1	/	-0.8%
CN1CCc2c(sc3c2c(=O)n(-c2ccccc2)c2nnc(SCc4ccc(Cl)cc4)n32)C1	2%	-1.3%
COc1cc(OC)c(C2N(c3ccccn3)C(=O)C3CCCN32)cc1OC (stereo not drawn)	5%	0.3%
O=C(NCc1nc(-c2ccccc2)no1)c1cccs1	3%	/
CCN(CC(=O)Nc1cc(C)nn1-c1nc(C)cc(C)n1)Cc1ccccc1	/	2.4%
O=C1NCCCc2c1oc1cc(Br)c(O)c(Br)c21	1%	2.8%
CCCCOC(=O)CCCN1C(=O)/C(=C/c2ccccc2)SC1=S	0%	-0.1%
Cc1cccc(CN2CCN(C(=O)c3ccc(F)cc3)CC2)c1	2%	6.7%
COC(=O)c1ccccc1NC(=O)COC(=O)CSCC(=O)N1CCOCC1	-8%	-2.9%
COc1ccc(C2CC(C(F)(F)F)n3ncc(C(=O)Nc4c(C)n(C)n(-c5ccccc5)c4=O)c3N2)cc1 (stereo not drawn)	-1%	-2.0%&4.3%
COc1ccc(-n2c(SCC(N)=O)nnc2-c2cccnc2)cc1	/	-0.8%
COC(=O)c1cc2oc(C)cc2n1CC(=O)N(C)c1ccccc1	-4%	-1.3%
Cc1ccc(N(C(=O)CCC(=O)Nc2cc(C)on2)C(C(=O)NC2CCCC2)c2ccncc2)cc1 (stereo not drawn)	2%	-3.9%
CCOc1cc(OCC)cc(C(=O)Nc2ccccc2C(=O)OC)c1	2%	-4.8%
COc1ccc(Cc2nc(-c3ccc(Br)o3)no2)cc1OC	-10%	-0.9%
CC1CN(C(=O)c2c(Cl)cccc2Cl)CC(C)O1 (stereo not drawn)	-2%	-0.9%
CCn1c(=O)cc(SCC(=O)NCCN2CCN(Cc3ccccc3)CC2)c2ccccc21	-1%	-1.0%
Cc1ccc(C)c(NC(=O)/C=C/c2ccc(C)o2)c1	1%	2.8%
CCOc1ccc(-n2c(O)c(C=NCC3(C)CC(O)CC(C)(C)C3)c(=O)[nH]c2=O)cc1 (stereo not drawn)	4%	-26%
O=C(O)c1cc(NCc2cccs2)ccc1N1CCOCC1	0%	-0.9%
CCC1Sc2ccccc2N(CC(=O)NCCC(C)C)C1=O (stereo not drawn)	-4%	-1.5%
CCNc1nc(NCC)nc(Oc2ccc(N)cc2)n1	/	1.2%
O=C(CCc1ccccc1)Nc1ccc(Cl)c(C(F)(F)F)c1	6%	-0.8%
COc1cc(C(=O)NCc2ccco2)c(Br)c(OC)c1OC	0%	-4.0%
CCn1c(O)c(N=Nc2nc3ccccc3s2)c2ccccc21	6%	1.9%
N#Cc1cc2c(nc1SCc1cccnc1)CCCC2	-14%	8.4%
NC(=O)CSc1nnc(Cc2csc(Nc3ccccc3)n2)n1Cc1ccccc1	-4%	2.1%
CCCCN(CCCC)S(=O)(=O)c1ccc(Cl)cc1	-2%	-5.0%
Cc1ccc(S(=O)(=O)N2CCN(C(=O)CN3C(=O)NC4(CCOc5ccccc54)C3=O)CC2)cc1 (stereo not drawn)	-10%	/

Single records (already shown). Order of screens: Rat MKP-3 inhibitors | Hsp70 inhibitors
CC1CCN(c2ncnc3c2cnn3Cc2ccc(Cl)cc2)CC1 across the screens: -1% | 3.7%
COc1cccc(C2=Nn3c(nnc3-c3ccccc3O)SC2)c1 across the screens: 2% | 13%
Cc1noc(C)c1S(=O)(=O)N1CCCC(C(=O)NCCc2ccc(Cl)cc2)C1 (stereo not drawn) across the screens: 1% | 4.3%
O=c1c2ccc(Br)c3cccc(c32)c2nc3cccc4cccc(c43)n12 across the screens: 2% | -0.3%
CSc1nc(C)cc(OCNC(=O)c2cccs2)n1 across the screens: -8% | -2.4%

The list goes on.
SMILES	Rat MKP-3 inhibitors	Hsp70 inhibitors
Cc1cc(C)nc(/N=C(/NC(=O)Nc2cccc(Cl)c2)Nc2ccccc2)n1	6%	-0.4%
Oc1oc(-c2ccccc2)cc1N=Nc1ccccc1	6%	5.9%
Cc1c(Br)c([N+](=O)[O-])nn1CC(=O)N1CCc2ccccc2C1	1%	3.6%
COc1ccc(-c2nc(-c3ccc(C)cc3)no2)cc1	1%	0.4%
O=C(CCCc1c[nH]c2ccccc12)N1CCN(S(=O)(=O)c2cccs2)CC1	-13%	-0.3%
Cc1ccc(S(=O)(=O)NC(C)(C)CN2CCOCC2)cc1	3%	-2.8%
Cc1cc(OCC(=O)Nc2ccc(O)c(-c3nc4ccccc4s3)c2)ccc1Cl	-2%	-1.3%
COc1ccccc1N1COc2ccc3ccccc3c2C1	8%	1.2%
Cn1c(=O)c2cc(NCc3ccccc3)nnc2n(C)c1=O	-6%	/
Cc1c(C(N)=O)sc2ncn(CC(=O)N3CCC(C)CC3)c(=O)c12	/	5.3%
CCOc1ccc(Cc2nnc(SCC(=O)c3ccc(OC)cc3)o2)cc1	-11%	-3.7%
CC1CN(C2CCN(C(=O)c3ccccc3)CC2)CC(C)O1 (stereo not drawn)	-4%	6.0%
CC12c3ccccc3C(c3ccccc31)C1C(=O)N(CCO)C(=O)C12 (stereo not drawn)	0%	-2.2%
O=C(O)c1ccccc1-c1ccccc1C(=O)Nc1c[nH]c(=O)[nH]c1=O	0%	1.0%

Compound activity as filed in PubChem BioAssay.
